Source: PubChem BioAssay
DT40 TDP1 CPT: growth inhibition of DT40 Tdp1-/-;hTDP1 cells with camptothecin (screen for TDP1 inhibitors) | AID 686979 | 12% of 420,000 active | chicken DT40 Tdp1-/-;hTDP1 cells + 20 nM CPT, ATP luminescence, 48 h | Potency, µM (series often up to 46.2 µM), without a hit: at the top dose activity change, negative = growth inhibition, hits mostly inhibitors; also: nearly all actives have a fitted effect of over 55% in size
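Chicken DT40 Tdp1-/- cells stably complemented with human TDP1 were seeded at 400 cells/well in medium containing 20 nM camptothecin, exposed to pin-transferred compounds, and grown at 37 °C for at least 48 hr. Viability was read as ATP luminescence.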
DT40 TDP1 no CPT: qHTS for Inhibitors of human tyrosyl-DNA phosphodiesterase 1 (TDP1): qHTS in cells in absence of CPT; AID 686978, 2013; DT40 Tdp1-/- hTDP1 cells, no CPT, ATP luminescence, 48 h; 15% of 420,000 active; Potency, µM (doses to about 46.2 µM), for the others: top-dose activity change, negative = growth inhibition, actives largely listed as inhibitors; also: nearly all actives have a fitted effect of over 55% in size
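Seeded 400 DT40-hTDP1 cells/well (vehicle DMSO, no 20 nM CPT); pinned compounds; ≥48 hr at 37 °C; CellTiter-Glo luminescence as viability measure.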
TDP1 block: blocks human tyrosyl-DNA phosphodiesterase 1; recombinant TDP1, AlphaScreen DNA substrate cleavage; Potency, µM (series often up to 130 µM), without a hit: top-dose activity change, negative = inhibition, actives largely listed as inhibitors; 0.28% of 350,000 active; also: nearly all actives have a fitted effect of over 40% in size
Target sequence (Q9NUW8 whole entry, looked up): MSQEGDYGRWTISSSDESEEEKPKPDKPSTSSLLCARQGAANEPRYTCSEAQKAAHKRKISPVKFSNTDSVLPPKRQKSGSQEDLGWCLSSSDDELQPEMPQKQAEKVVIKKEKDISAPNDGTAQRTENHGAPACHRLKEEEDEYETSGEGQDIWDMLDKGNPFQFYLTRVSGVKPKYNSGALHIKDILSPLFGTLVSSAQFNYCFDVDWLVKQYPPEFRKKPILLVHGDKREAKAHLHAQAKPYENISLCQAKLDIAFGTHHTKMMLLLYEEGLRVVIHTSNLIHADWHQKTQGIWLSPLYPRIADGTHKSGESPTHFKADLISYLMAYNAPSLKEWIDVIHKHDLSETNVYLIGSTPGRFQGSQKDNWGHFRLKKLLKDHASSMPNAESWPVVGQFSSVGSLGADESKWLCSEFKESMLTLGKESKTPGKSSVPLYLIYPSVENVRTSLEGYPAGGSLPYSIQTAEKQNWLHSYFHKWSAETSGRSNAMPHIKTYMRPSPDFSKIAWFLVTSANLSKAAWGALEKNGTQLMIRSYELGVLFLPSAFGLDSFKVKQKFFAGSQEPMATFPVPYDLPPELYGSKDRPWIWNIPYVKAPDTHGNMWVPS
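Signal: AlphaScreen proximity between streptavidin donor and anti-FITC acceptor beads on intact substrate. Reaction: Tdp1 1 nM, substrate 15 nM final, 5 min RT after 15 min compound preincubation.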
Starred values were filed as active, the others as inactive; [ ] = remark or other dose. Calls follow the shape of the dose curve; as a rule, active = well fitted curve in the direction sought with a large enough effect; inconclusive = small, poorly fitted or top-dose-only effect, or another doubt; inactive = no such curve, though single readings can be large; an effect the other way counts as inactive or inconclusive. % is scaled to controls: 0 for no effect and ±100 for the full control effect; potency is read from the fitted curve at half-maximal effect. The order is random (roughly 18% active in at least one column).

COc1ccc(OC)c(-n2nnnc2SCC(=O)N2CCN(C(=O)c3ccco3)CC2)c1 was read as DT40 TDP1 CPT inconclusive, DT40 TDP1 no CPT inconclusive and TDP1 block -1%.
`CCc1ccc(NC(=O)c2cnn3c(C(F)F)cc(C)nc23)cc1` gave DT40 TDP1 CPT 0%, DT40 TDP1 no CPT -16% and TDP1 block -4%.
`CCCSc1nc(C)cc(=O)[nH]1` gave DT40 TDP1 CPT 5%, DT40 TDP1 no CPT -3% and TDP1 block 2%.
For COc1cccc(CNCCc2c[nH]c3ccccc23)c1OCc1ccccc1F the results were DT40 TDP1 CPT 10µM*, DT40 TDP1 no CPT 21µM* and TDP1 block 6%.
Screening Cc1ccc(C)c(OCCC(=O)N(C)CC(=O)Nc2c(C)cccc2C)c1 returned DT40 TDP1 CPT -19%, DT40 TDP1 no CPT -13% and TDP1 block 0%.
`CCOC(=O)N1CCN(C(=O)C2CCN(Cc3ccc(OC)cc3OC)CC2)CC1` gave DT40 TDP1 CPT -3%, DT40 TDP1 no CPT -5% and TDP1 block 5%.
Screening O=C(COC(=O)c1ccc(Cl)nc1)Nc1ccc(Cl)cc1 returned DT40 TDP1 CPT 16%, DT40 TDP1 no CPT -6% and TDP1 block -11%.
Screening O=C(Nc1n[nH]c(C(F)(F)F)n1)c1cccs1 returned DT40 TDP1 CPT -22%, DT40 TDP1 no CPT inconclusive and TDP1 block 0%.
O=C(CO/N=C/c1ccc(OC(F)F)cc1)NC1CCCC1 was read as DT40 TDP1 CPT -21%, DT40 TDP1 no CPT -27% and TDP1 block 3%.
Screening Cc1ccc(-c2nn(-c3cccc([N+](=O)[O-])c3)c3c2cnc2ccc(F)cc23)cc1 returned DT40 TDP1 CPT 10%, DT40 TDP1 no CPT 10% and TDP1 block -1%.
`Cc1ccc2[nH]c(=O)c(C(c3nnnn3C(C)(C)C)N(Cc3ccco3)CC3CCCO3)cc2c1` (stereo not given) gave DT40 TDP1 CPT inconclusive, DT40 TDP1 no CPT inconclusive and TDP1 block 6%.
Screening O=C(Nc1c(-c2ccc(Cl)cc2)[nH][nH]c1=O)c1ccccn1 returned DT40 TDP1 CPT -10% and DT40 TDP1 no CPT -30%.
For COc1ccc(-n2ccnc2SCC(=O)NC2CCCC2)c(OC)c1 the results were DT40 TDP1 CPT inconclusive, DT40 TDP1 no CPT -30% and TDP1 block -2%.
`COc1cccc(NC(=O)CN(C)C(=O)c2ccccc2Sc2ccccc2C#N)c1` gave DT40 TDP1 CPT -5%, DT40 TDP1 no CPT -1% and TDP1 block 0%.
Screening O=C(/C=C/Nc1ccc(OC(F)(F)F)cc1)C(F)(F)F returned DT40 TDP1 CPT -1%, DT40 TDP1 no CPT 0% and TDP1 block 2%.
`COC(=O)c1cc2ccsc2n1Cc1cccc(F)c1` gave DT40 TDP1 CPT inconclusive, DT40 TDP1 no CPT -29% and TDP1 block -10%.
For O=C(Nc1nccs1)c1ccc(S(=O)(=O)c2ccccc2)cc1 the results were DT40 TDP1 CPT -1%, DT40 TDP1 no CPT -8% and TDP1 block 4%.
Screening O=C(c1ccco1)N(Cc1cccnc1)c1nc2ccc(F)cc2s1 returned DT40 TDP1 CPT 6%, DT40 TDP1 no CPT -11% and TDP1 block 5%.
Screening COc1ccc(OC)c(NC(=O)c2ccccc2SC)c1 returned DT40 TDP1 CPT 2%, DT40 TDP1 no CPT -27% and TDP1 block 0%.
Screening O=C(CSc1oc(-c2ccco2)nc1S(=O)(=O)c1ccccc1)c1ccc(Cl)cc1 returned DT40 TDP1 CPT inconclusive, DT40 TDP1 no CPT inconclusive and TDP1 block 0%.

Entries shown so far that contain a furan ring, fused or not:
COc1ccc(OC)c(-n2nnnc2SCC(=O)N2CCN(C(=O)c3ccco3)CC2)c1 was read as DT40 TDP1 CPT inconclusive, DT40 TDP1 no CPT inconclusive and TDP1 block -1%.
`Cc1ccc2[nH]c(=O)c(C(c3nnnn3C(C)(C)C)N(Cc3ccco3)CC3CCCO3)cc2c1` (stereo not given) gave DT40 TDP1 CPT inconclusive, DT40 TDP1 no CPT inconclusive and TDP1 block 6%.
Screening O=C(c1ccco1)N(Cc1cccnc1)c1nc2ccc(F)cc2s1 returned DT40 TDP1 CPT 6%, DT40 TDP1 no CPT -11% and TDP1 block 5%.
Screening O=C(CSc1oc(-c2ccco2)nc1S(=O)(=O)c1ccccc1)c1ccc(Cl)cc1 returned DT40 TDP1 CPT inconclusive, DT40 TDP1 no CPT inconclusive and TDP1 block 0%.

Continued:
For CCCCNC(=O)C(NC(=O)c1ccc(-c2ccccc2)cc1)C(=O)c1ccccc1 (stereo not given) the results were DT40 TDP1 CPT inconclusive and DT40 TDP1 no CPT inconclusive.
Cc1ccc(-c2csc(C(O)c3cccc(Cl)c3)n2)cc1C (stereo not given) was read as DT40 TDP1 CPT inconclusive and DT40 TDP1 no CPT inconclusive.
Cc1cc(C)c2c(N=NN(C)C)[nH]nc2n1 was read as DT40 TDP1 CPT inconclusive, DT40 TDP1 no CPT -4% and TDP1 block 4%.
O=C(c1ccc(C#CC2(O)CCCCC2)cc1)N1CCN(Cc2ccccc2)CC1 was read as DT40 TDP1 CPT inconclusive, DT40 TDP1 no CPT inconclusive and TDP1 block -1%.
Screening O=c1c(-c2cnn(-c3ccccc3)c2)coc2cc(O)ccc12 returned DT40 TDP1 CPT -16% and DT40 TDP1 no CPT inconclusive.
`C/C(=N\NC(=O)c1c(Br)c(C)nn1C)c1cccc(NC(=O)c2ccccc2C)c1` gave DT40 TDP1 CPT inconclusive, DT40 TDP1 no CPT inconclusive and TDP1 block 5%.
CCCc1nnc(NC(=O)CCC(=O)NCCc2ccc(OC)c(OC)c2)s1 was read as DT40 TDP1 CPT -6%, DT40 TDP1 no CPT -8% and TDP1 block 0%.
CCOc1cc(/C=N/NC(=O)CNc2ccc(C)cc2)ccc1OC(=O)c1ccccc1 was read as DT40 TDP1 CPT 29µM*, DT40 TDP1 no CPT inconclusive and TDP1 block 9%.
For COc1cc(OC)cc(C(=O)N2CCC(C(=O)c3ccc(F)cc3)CC2)c1 the results were DT40 TDP1 CPT -28% and DT40 TDP1 no CPT inconclusive.
Screening Cc1cc(Br)cn2c(Cc3ccsc3)c(-c3ccc(C#N)cc3)nc12 returned DT40 TDP1 CPT inconclusive and DT40 TDP1 no CPT inconclusive.

2 compounds picked at random from the list so far, as already listed:
`COC(=O)c1cc2ccsc2n1Cc1cccc(F)c1` gave DT40 TDP1 CPT inconclusive, DT40 TDP1 no CPT -29% and TDP1 block -10%.
For COc1cccc(CNCCc2c[nH]c3ccccc23)c1OCc1ccccc1F the results were DT40 TDP1 CPT 10µM*, DT40 TDP1 no CPT 21µM* and TDP1 block 6%.

Further entries:
Screening Nc1c(Cl)cc(-c2csc(NCCc3nc4cc(Cl)c(Cl)cc4n3CCCO)n2)cc1Cl returned DT40 TDP1 CPT inconclusive and DT40 TDP1 no CPT inconclusive.
Screening O=C(COc1ccc(Cl)cc1)NCc1nnc(SCC(=O)NC2CCCC2)o1 returned DT40 TDP1 CPT -22%, DT40 TDP1 no CPT -9% and TDP1 block 1%.
`COc1cccc(-c2ccc3ncnc(NCc4cccnc4)c3c2)c1` gave DT40 TDP1 CPT 12µM*, DT40 TDP1 no CPT inconclusive and TDP1 block 4%.
COc1ccc(S(=O)(=O)N2CCN(CC(=O)c3ccc(O)c(O)c3)CC2)cc1 was read as DT40 TDP1 CPT inconclusive, DT40 TDP1 no CPT inconclusive and TDP1 block 0%.
COc1ccc(NC2=CC(=O)CC(C)(C)C2)cc1 was read as DT40 TDP1 CPT -4% and DT40 TDP1 no CPT -1%.
`CCN(CC)S(=O)(=O)c1ccc(NC(=S)Nc2ccccc2)cc1` gave DT40 TDP1 CPT inconclusive and DT40 TDP1 no CPT inconclusive.
`CCC(=O)Nc1ccc(/C(C)=N\NS(=O)(=O)c2ccc(C)cc2)cc1` gave DT40 TDP1 CPT -1%, DT40 TDP1 no CPT -1% and TDP1 block -6%.
Cn1nnnc1SCCNCc1ccccc1OCc1ccc(Cl)cc1Cl was read as DT40 TDP1 CPT 18µM*, DT40 TDP1 no CPT 9.2µM* and TDP1 block 5%.
`O=C(COc1ccccc1F)NCC(c1ccc(F)cc1)N1CCOCC1` (stereo not given) gave DT40 TDP1 CPT -19%, DT40 TDP1 no CPT -22% and TDP1 block 3%.
`O=C(Nc1ccc(F)cc1)c1cccnn1` gave DT40 TDP1 CPT 2% and DT40 TDP1 no CPT -14%.
For S=c1[nH]c(-c2ccccc2)cn1/N=C/c1ccncc1 the results were DT40 TDP1 CPT -1%, DT40 TDP1 no CPT -22% and TDP1 block 11%.
COc1ccc(N2C(=O)CC(N3CCC(O)(c4ccc(Cl)cc4)CC3)C2=O)cc1 (stereo not given) was read as DT40 TDP1 CPT inconclusive, DT40 TDP1 no CPT inconclusive and TDP1 block 2%.
Screening COc1ccccc1C(=O)COC(=O)c1cc(=O)[nH]c2ccccc12 returned DT40 TDP1 CPT -6%, DT40 TDP1 no CPT -23% and TDP1 block -7%[0.505 µM].
`Cc1cc(C)nc(NC(N)=NC2CCCCC2)n1` gave DT40 TDP1 CPT 15µM*, DT40 TDP1 no CPT 12µM* and TDP1 block 1%.
For O=C(c1cc(-c2cccc(Cl)c2)nc2ccccc12)N1CCN(c2ccccn2)CC1 the results were DT40 TDP1 CPT inconclusive, DT40 TDP1 no CPT inconclusive and TDP1 block 5%.
`CN(C(=O)c1cccc(NC(=O)Cc2cccc(NC(=O)C3CCN(C(=O)c4ccccc4)CC3)c2)c1)C1CC1` gave DT40 TDP1 CPT -20% and DT40 TDP1 no CPT -27%.
For CCOc1ccc(NC(=O)CN2CCN(Cc3c(F)cccc3F)CC2)cc1 the results were DT40 TDP1 CPT -20% and DT40 TDP1 no CPT -8%.
Cc1ccc(C(C)n2cc(C(=O)NCc3cccnc3)nn2)cc1 (stereo not given) was read as DT40 TDP1 CPT -29%, DT40 TDP1 no CPT -26% and TDP1 block 2%.
For CCc1nc2ccc(C(=O)N3CCCC(C(N)=O)C3)cn2c1N(C)Cc1ccc(OC)cc1 (stereo not given) the results were DT40 TDP1 CPT -26% and DT40 TDP1 no CPT -20%.
Screening Cc1nc(CSc2nnc(N)s2)cs1 returned DT40 TDP1 CPT 18%, DT40 TDP1 no CPT 9% and TDP1 block 0%.
Screening COc1ccc(-c2csc(NC(=O)c3cc(-c4cccs4)nc4ccccc34)n2)c(OC)c1 returned DT40 TDP1 CPT -12%, DT40 TDP1 no CPT inconclusive and TDP1 block 3%.
`Cc1cccc(C)c1OCCCCn1c(C2CC(=O)N(c3ccc(F)cc3)C2)nc2ccccc21` (stereo not given) gave DT40 TDP1 CPT 13µM*, DT40 TDP1 no CPT 15µM* and TDP1 block 3%.
N#Cc1cnc(Nc2nc3ccccc3o2)nc1-c1ccccc1 was read as DT40 TDP1 CPT inconclusive, DT40 TDP1 no CPT inconclusive and TDP1 block 11%.
Screening OCC[C@@H]1C[C@H](O)[C@@H](O)[C@]2(OCCc3ccccc32)O1 returned DT40 TDP1 CPT 11% and DT40 TDP1 no CPT -10%.
COc1cccc(CNC(=O)CN(C)S(=O)(=O)c2ccc3[nH]c4c(c3c2)CCCC4)c1 was read as DT40 TDP1 CPT inconclusive, DT40 TDP1 no CPT inconclusive and TDP1 block 5%.
`CCn1c(=O)c(C(=O)Nc2ccccc2F)c(O)c2ccccc21` gave DT40 TDP1 CPT inconclusive and DT40 TDP1 no CPT inconclusive.
`COc1ccccc1N=Cc1c(C)c(C#N)c2[nH]c3ccccc3n2c1=O` gave DT40 TDP1 CPT -12%, DT40 TDP1 no CPT inconclusive and TDP1 block 5%.
For CC(=O)Nc1cccc(-c2ccnc3c2CC(C(=O)Nc2cccc(N(C)C)c2)O3)c1 (stereo not given) the results were DT40 TDP1 CPT 13µM* and DT40 TDP1 no CPT 10µM*.
Screening CCCn1c(-c2ccc(OC)cc2)nc2nc3ccccc3nc21 returned DT40 TDP1 CPT 23µM*, DT40 TDP1 no CPT 21µM* and TDP1 block -4%.
Screening Cc1ccc2c(c1)c(=O)c(C(=O)c1ccncc1)cn2CC(=O)Nc1ccccc1Cl returned DT40 TDP1 CPT -26%, DT40 TDP1 no CPT -1% and TDP1 block 1%.
For COc1ccc2c(c1)CC(C1(O)C(=O)Nc3ccccc31)C2=O (stereo not given) the results were DT40 TDP1 CPT 3%, DT40 TDP1 no CPT -3% and TDP1 block 7%.
Cc1cc(C(F)(F)F)n2nc(-c3ccc(Br)cc3)cc2n1 was read as DT40 TDP1 CPT inconclusive and DT40 TDP1 no CPT inconclusive.
Cc1nc(-c2ccc(S(=O)(=O)NCc3ccc(N(C)C)cc3)cc2)co1 was read as DT40 TDP1 CPT inconclusive, DT40 TDP1 no CPT inconclusive and TDP1 block 5%.
